Bioassay records from PubChem BioAssay.
HCV core dimer: HCV core protein dimerization inhibition. inhibition, % at 5 µM. actives 0.33% (n = 300,000). TR-FRET GST/Flag-core106 dimerization, 1536-well. AID 1899;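 active = inhibition above the mean of all tested compounds plus 3 SD, set per screening campaign, cut at about 45% in these data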
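Test system: GST/Flag-tagged HCV core106 proteins; Medium: KF-containing HEPES buffer, pH 7.45, DTT, CHAPS, BSA; Times: compound-protein-antibody incubation 4 h at 22.5 °C; Detection: TR-FRET 671 and 617 nm emission; Benchmarks: wells lacking GST-core106 and wells with excess unlabelled core106.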
PP5 inh: blocks human protein phosphatase 5 activity | P53041 | purified PP5c, OMFP substrate fluorescence | inhibition, % at 6.7 µM | actives 0.18% (n = 320,000);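 active = inhibition above the campaign's mean inhibition across all tested compounds plus 3 SD, cut at about 9.5% in these data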;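 note: 0% = DMSO only and 100% = 100 µM cantharidin control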
ZTA DNA inh: blocks Epstein-Barr virus ZTA, an EBNA-1 counter-screen. ZTA-DNA binding, fluorescence polarization. inhibition, % at 11 µM. actives 0.15% (n = 320,000). AID 2234; in the data active = inhibition above about 33%
Target sequence (P03206 whole entry, looked up): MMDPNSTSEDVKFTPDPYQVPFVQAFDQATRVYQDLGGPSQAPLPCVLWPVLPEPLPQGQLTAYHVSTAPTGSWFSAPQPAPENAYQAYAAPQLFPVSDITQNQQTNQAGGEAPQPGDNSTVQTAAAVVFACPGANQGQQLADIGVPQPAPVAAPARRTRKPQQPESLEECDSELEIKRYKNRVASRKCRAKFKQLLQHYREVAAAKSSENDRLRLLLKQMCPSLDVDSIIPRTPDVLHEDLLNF
EBNA-1 inhibitor: blocks EBNA-1 binding to DNA | EBNA-1 DNA binding, fluorescence polarization | inhibition, % at 14.8 µM | actives 0.34% (n = 300,000); in the data active = inhibition above about 28%
Fh CTSL1 inh: blocks F. hepatica cathepsin L1 in PFM18AAP counter-screen. recombinant F. hepatica cathepsin L1, Z-Leu-Arg-MCA fluorescence. inhibition, % at 5.96 µM. actives 0.49% (n = 300,000). AID 1906;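 active = inhibition above the mean of all tested compounds plus 3 SD, set per screening campaign, cut at about 17% in these data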;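 note: 0% = plate median of test compound wells and 100% = 1 µM Z-Phe-Ala-diazomethylketone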
TPT1 inhibitor: C. albicans TPT1 enzyme inhibition; recombinant caTPT1, FP RNA substrate dephosphorylation; inhibition, % at 5 µM; actives 0.81% (n = 300,000);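 active = inhibition above the mean of all tested compounds plus 3 SD, set per screening campaign, cut at about 24% in these data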;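 note: plate controls were DMSO alone for no effect and ferristatin control at 100 nM for full effect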
PP1 counter: counter-screen for PP5 inhibitors: inhibitors of human PP1-alpha | AID 2235 | inhibition, % at 6.7 µM | purified PP1alpha, OMFP fluorescence | actives 0.9% (n = 320,000);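 active = inhibition above the mean inhibition of all tested compounds plus 3 SD, computed separately for each screening campaign, cut at about 15% in these data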
Efflux pump mplx: antifungal efflux pump inhibition, Nile Red retention; inhibition, % at 10 µM; S. cerevisiae Candida pump triplex; AID 485275; actives 0.44% (n = 330,000);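 active = plate passing quality check with inhibition over a set limit, or well fluorescence over plate mean plus 4 SD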;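 note: Nile Red retained in pooled yeast measured as flow cytometry median fluorescence; 0% = buffer negative control and 100% = Enniatin B positive control; higher means more Nile Red kept so more efflux inhibition; some compounds called inactive have numbers as strong as hits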
PREPL inh: human PREPL enzyme inhibition | Q4J6C6 | recombinant PREPL, fluorescence polarization activity-based probe | inhibition, % at 5.96 µM | actives 0.68% (n = 320,000) | AID 2751; in the data active = inhibition above about 43%;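 note: 0% = enzyme with DMSO and 100% = wells lacking enzyme; many of its hits are not listed in these tables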
Target sequence (Q4J6C6 whole entry, looked up): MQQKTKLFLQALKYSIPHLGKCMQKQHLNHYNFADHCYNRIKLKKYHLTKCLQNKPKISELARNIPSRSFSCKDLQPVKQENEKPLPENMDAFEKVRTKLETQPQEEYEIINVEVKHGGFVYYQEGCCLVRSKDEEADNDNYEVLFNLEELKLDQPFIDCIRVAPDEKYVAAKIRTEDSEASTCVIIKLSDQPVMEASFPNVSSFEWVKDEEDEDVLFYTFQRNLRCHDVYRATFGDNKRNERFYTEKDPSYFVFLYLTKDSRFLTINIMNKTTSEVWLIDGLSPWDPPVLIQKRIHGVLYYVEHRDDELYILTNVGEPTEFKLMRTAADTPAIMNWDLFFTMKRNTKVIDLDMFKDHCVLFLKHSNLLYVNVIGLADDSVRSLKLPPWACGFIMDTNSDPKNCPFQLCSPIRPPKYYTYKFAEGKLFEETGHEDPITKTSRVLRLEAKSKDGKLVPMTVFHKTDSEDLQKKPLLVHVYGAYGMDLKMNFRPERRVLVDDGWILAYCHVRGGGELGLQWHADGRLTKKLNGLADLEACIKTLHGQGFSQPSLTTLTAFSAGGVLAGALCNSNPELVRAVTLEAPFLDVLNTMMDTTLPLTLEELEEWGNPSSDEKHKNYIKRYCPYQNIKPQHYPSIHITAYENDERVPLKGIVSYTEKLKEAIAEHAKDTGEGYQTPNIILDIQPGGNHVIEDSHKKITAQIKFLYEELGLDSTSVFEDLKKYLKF
Numbers without * were called inactive; . = no result given. Some of the compounds tested (hit frequency here may not be typical).

SMILES | HCV core dimer | PP5 inh | ZTA DNA inh | EBNA-1 inhibitor | Fh CTSL1 inh | TPT1 inhibitor | PP1 counter | Efflux pump mplx | PREPL inh
COc1ccc(CNC(=O)[C@H](C)NC(=O)C2CCN(C(=O)[C@@H](N)CCSC)CC2)cc1 | -1 | -0.6 | 4 | 1 | 0 | -5 | -3 | -0.1 | 6
Cc1ccc(S(=O)(=O)NC(=O)c2ccc(Br)o2)c(C)c1 | -6 | 2.8 | -14 | 6 | 0 | 3 | 2 | -0.2 | 3
Cc1ccc(S(=O)(=O)N2CCN(C(=O)N(c3ccccc3)c3ccccc3)CC2)cc1 | 9 | 2.5 | 10 | -3 | -1 | 1 | -5 | 0.1 | 33
COC(=O)c1c(C)[nH]c(C(=O)NCCc2ccc(S(N)(=O)=O)cc2)c1C | 8 | -0.1 | -9 | -6 | -2 | 0 | 4 | -0.1 | 0
COc1cccc(NC(=S)N(CCN2CCCCC2)Cc2ccco2)c1 | -1 | 0.6 | 8 | -1 | -8 | 2 | -4 | -0.1 | 8
COc1ccccc1NC(=O)N(Cc1cccs1)Cc1cc2cc3c(cc2[nH]c1=O)OCO3 | 15 | -0.6 | -8 | -3 | 0 | -1 | 1 | 0.1 | 3
O=C(Cn1ncc2c(=O)oc3ccccc3c21)N(Cc1ccco1)C1CCCCC1 | 16 | 0.3 | 0 | 3 | 44* | -1 | -4 | -0.2 | 1
COc1cccc(C(=O)C(C#N)=C(SC)SC)c1 | 3 | 0.3 | -2 | 8 | 1 | 9 | -4 | -0.1 | -5
O=C(CSc1nnc(NC(=O)C2CCCCC2)s1)NCc1ccco1 | 2 | -0.5 | -6 | -14 | -7 | 1 | -4 | 0.1 | 10
CSc1cccc(CNC(=O)CC2C(=O)NCCN2CC(C)(C)C)c1 (centres undefined) | -2 | -0.5 | -14 | -9 | 8 | -13 | 4 | 0.0 | 22
O=C(NC1CCCCCC1)C1c2ccccc2C(=O)N1C1CC1 (centres undefined) | 1 | 1.0 | 9 | -10 | -2 | 1 | 1 | -0.1 | 3
CCCNC(=O)COC(=O)c1c2c(nc3ccccc13)CCC2 | 20 | 1.4 | -16 | -10 | -5 | 0 | 2 | 0.2 | 3
COCCN(C(=O)CSCC(=O)Nc1cccc(C)c1)c1c(N)n(Cc2ccccc2)c(=O)[nH]c1=O | -3 | -0.2 | 15 | -3 | 0 | -2 | -3 | 0.0 | 0
CCOC(=O)C1CCN(C(=O)c2cccc(S(=O)(=O)NCc3ccccc3)c2)CC1 | . | 1.9 | 5 | . | . | . | -1 | 0.0 | 13
CCOC(=O)c1sc(NC(=O)c2cc3c(s2)CCC(C)C3)nc1C (centres undefined) | 15 | 1.4 | 7 | 21 | 1 | 1 | -1 | 0.0 | -1
Cc1ccc(-n2cc(CN3CCNC(=O)CC3)c(-c3ccc(F)cc3)n2)cc1 | 0 | 2.2 | 1 | -4 | -4 | 1 | -1 | 0.1 | -39
Cc1cccc(CN2CCC(C(=O)Nc3cccc(-c4cscn4)c3)CC2)n1 | -5 | -5.4 | -6 | -7 | 0 | 1 | -9 | 0.1 | 12
Cc1ccc(N(CC(=O)Nc2cc(C)cc(C)c2)S(=O)(=O)c2cccc3nonc23)cc1 | 16 | 0.9 | 18 | 1 | 3 | 0 | 1 | -0.1 | 10
COCCCNC(=O)CN(Cc1ccc(Cl)cc1)S(C)(=O)=O | -3 | 3.2 | -3 | 5 | -1 | -4 | -1 | -0.1 | 10
Cc1ccc(S(=O)(=O)NCCc2ccncc2)cc1[N+](=O)[O-] | -5 | -0.2 | 4 | 5 | -7 | -2 | -4 | 0.1 | -10
COc1cc(S(=O)(=O)NC2CCCC2)ccc1Cl | 3 | 5.2 | -1 | 0 | 1 | 0 | 1 | 0.0 | -8
COc1cccc(/C=C2\SC(=S)N(CC3CCCO3)C2=O)c1 (centres undefined) | 4 | -1.1 | 10 | -1 | -1 | 5 | -2 | 0.0 | 1
Cc1ccc(C(=O)N/C(=C\c2cn(C)c3ccccc23)C(=O)N2CCN(C)CC2)cc1 | -6 | -1.4 | 18 | 5 | 4 | 3 | -2 | -0.1 | -3
CC(C)N(CCNC(=O)c1cn(C)c2ccc(S(=O)(=O)N(C)C)cc2c1=O)Cc1ccccc1 | -2 | -5.3 | -18 | -12 | 4 | -3 | 6 | -0.4 | -1
CC(C)CNC(=O)COC(=O)CCC(=O)c1ccc(F)cc1 | -6 | 2.5 | -9 | 8 | -46 | -2 | 0 | -0.1 | 12

3 entries already listed, arranged by their value in PP5 inh, falling:
SMILES,PP5 inh
COCCCNC(=O)CN(Cc1ccc(Cl)cc1)S(C)(=O)=O,3.2
Cc1ccc(-n2cc(CN3CCNC(=O)CC3)c(-c3ccc(F)cc3)n2)cc1,2.2
COc1ccc(CNC(=O)[C@H](C)NC(=O)C2CCN(C(=O)[C@@H](N)CCSC)CC2)cc1,-0.6

Back to the main list; the three compounds before the break are reprinted first.
SMILES | HCV core dimer | PP5 inh | ZTA DNA inh | EBNA-1 inhibitor | Fh CTSL1 inh | TPT1 inhibitor | PP1 counter | Efflux pump mplx | PREPL inh
Cc1ccc(C(=O)N/C(=C\c2cn(C)c3ccccc23)C(=O)N2CCN(C)CC2)cc1 | -6 | -1.4 | 18 | 5 | 4 | 3 | -2 | -0.1 | -3
CC(C)N(CCNC(=O)c1cn(C)c2ccc(S(=O)(=O)N(C)C)cc2c1=O)Cc1ccccc1 | -2 | -5.3 | -18 | -12 | 4 | -3 | 6 | -0.4 | -1
CC(C)CNC(=O)COC(=O)CCC(=O)c1ccc(F)cc1 | -6 | 2.5 | -9 | 8 | -46 | -2 | 0 | -0.1 | 12
CCOc1cc(/C=C(\C#N)C(=O)Nc2cccc(C(=O)O)c2)ccc1OCc1ccccc1Cl | 15 | 2.9 | -4 | -14 | 2 | 2 | 1 | 0.5 | 16
O=C(Nc1ccccc1C(F)(F)F)c1cc2ccccc2o1 | 14 | 1.6 | 16 | 3 | 4 | 3 | 2 | 0.0 | -2
CCOC(=O)NC(=O)c1cn(Nc2ncc(C(F)(F)F)cc2Cl)c(=O)[nH]c1=O | -3 | 0.9 | -5 | -7 | 3 | -1 | 2 | 0.3 | 13
CCOc1ccccc1NC(=O)CN1C(=O)COc2ccccc21 | -1 | -1.1 | 7 | 7 | 0 | -1 | 2 | -0.1 | -9
O=c1ncn(-c2ccccc2C(F)(F)F)c2ncccc12 | -6 | 2.1 | 4 | -1 | -3 | 1 | -2 | 0.1 | -6
CCCCNS(=O)(=O)c1ccc2nc(SCC(=O)N3CC(C)OC(C)C3)[nH]c2c1 (centres undefined) | -1 | -0.1 | -1 | 13 | 5 | -3 | -1 | -0.1 | 12
COc1ccc(C(=O)NCC(=O)Nc2cccc(S(=O)(=O)NCc3ccco3)c2)cc1OC | 17 | -2.7 | 8 | -1 | 2 | 1 | -2 | 0.0 | 1
CC(C)(C)OC(=O)N1C[C@H](O)C[C@H]1C(=O)OCC(=O)c1ccc([N+](=O)[O-])cc1 | -10 | 1.6 | -8 | -15 | 0 | -1 | -1 | 0.1 | 5
Cc1noc(C)c1S(=O)(=O)N1CCCC(C(=O)NCCC2=CCCCC2)C1 (centres undefined) | -3 | -2.4 | -4 | 15 | -1 | 1 | -3 | 0.0 | 8
Cc1ccc(-c2nc3cc(NS(=O)(=O)c4ccc(C)cc4)ccc3o2)cc1 | 10 | 7.2 | -4 | -5 | 1 | 0 | -1 | 0.1 | -28
O=C(CSc1ncccn1)NCc1ccc(F)cc1 | 4 | 3.2 | -4 | -2 | 2 | -6 | -8 | -4.2 | 18
Cc1cc([N+](=O)[O-])ccc1NC(=S)NC(=O)Cc1ccccc1 | 8 | 5.6 | 6 | -10 | -1 | 0 | 7 | 0.1 | 34
COc1ccc(Cn2c(C)nc3ccc([N+](=O)[O-])cc3c2=O)cc1 | -4 | 1.9 | -5 | 2 | 4 | -1 | -1 | 0.1 | 16
O=C(NCCc1ccccc1)C1CCC(Cn2c(=O)c3ccccc3n(Cc3cccc(Cl)c3)c2=O)CC1 (centres undefined) | 7 | 0.2 | 13 | 2 | 1 | 2 | 0 | -0.1 | -1
Cc1ccc(N2CC(C(=O)Nc3nnc(SCC(=O)Nc4cc(C)on4)s3)CC2=O)cc1 (centres undefined) | 28 | -1.7 | 11 | 34* | 2 | 2 | -1 | 0.5 | 4
Cc1ccc2nnnc(-c3ccccc3)c2c1 | 1 | 4.5 | 35* | 38* | -7 | -1 | -2 | -0.2 | 2
CCC(C)[C@H](NC(=O)N1CC(=O)Nc2ccccc21)C(=O)Nc1ccccc1C (some centres undefined) | -3 | 0.5 | -1 | 0 | 2 | -1 | 4 | 0.3 | 0
O=S(=O)(Nc1ccccc1N1CCOCC1)c1ccc(Cl)s1 | -1 | 4.1 | -5 | -2 | -1 | -2 | -1 | -0.1 | 10
CC(C)(C)OC(=O)NCCCC[C@@H](C(=O)NCCCCCCCCCCC(=O)N1CCN(C(=O)OC(C)(C)C)CC1)n1cc(CCO)nn1 | 19 | 0.7 | -1 | 17 | 2 | 2 | 2 | 0.2 | 4
CCCn1c(NCc2ccco2)nc2ccccc21 | 1 | 0.3 | 11 | 3 | -2 | -1 | -5 | 0.0 | 11
COc1cccc(OCc2nnc(SCC(=O)NNC(=O)C3CCCCC3)n2C)c1 | 4 | 1.1 | -2 | 0 | -1 | 1 | 0 | 0.0 | 0
CCn1c(O)c(N=NC(=S)NCC2CCCO2)c2ccccc21 (centres undefined) | 7 | -1.9 | -6 | -9 | 2 | 1 | -1 | -0.1 | 11
O=C1CN(S(=O)(=O)c2cccc(Cl)c2Cl)c2ccccc2N1 | -1 | 2.4 | 9 | -5 | 0 | 2 | -3 | 0.0 | -5
CCCCOCCCNC(=O)c1ccc(NC(C)=O)cc1 | -11 | 0.9 | 21 | -7 | 2 | -2 | -3 | 0.0 | 4
O=[N+]([O-])c1nn(-c2ccc3c(c2)OCCO3)n(O)c1=Nc1ccccc1 | 16 | -0.3 | -4 | 3 | 5 | -2 | -7 | -0.6 | -2
Later entries.
SMILES | HCV core dimer | PP5 inh | ZTA DNA inh | EBNA-1 inhibitor | Fh CTSL1 inh | TPT1 inhibitor | PP1 counter | Efflux pump mplx | PREPL inh
COc1ccccc1NC(=O)CN1C(=O)NC2(CCCCCCC2)C1=O | -3 | 0.0 | 0 | 6 | 2 | -2 | 3 | -0.1 | 22
CC(OC(=O)CNC(=O)c1ccc2c(c1)OCO2)C(=O)NCCC1=CCCCC1 (centres undefined) | -1 | 2.2 | 4 | -2 | -12 | 5 | -2 | -0.1 | -1
O=C(c1ccc2c(c1)OCCO2)C1CCN(C(=O)Nc2ccc(F)cc2)CC1 | -5 | 2.3 | -9 | -6 | 6 | 0 | -1 | 0.3 | 14
Cc1ccc(-n2nnc(-c3cccnc3)n2)cc1 | 7 | 0.4 | 15 | 7 | -1 | -2 | -1 | -0.1 | 1
Cc1ccc(NC(=O)c2ccc3c(c2)C(=O)N(c2ccccc2C)C3=O)nc1 | . | 4.4 | -1 | . | . | . | 1 | 0.2 | 17
COc1ccc(C(=O)NC(=S)N(C)C2CCCCC2)cc1Br | 5 | 4.4 | -5 | -4 | -1 | -3 | -4 | -0.5 | -15
CC(C#N)(Nc1ccc(Cl)cc1)c1cccnc1 (centres undefined) | -12 | 2.8 | -21 | 5 | -1 | -1 | 0 | -0.1 | 15
COC(=O)C1=C(C(=O)OC)[C@@H]2Nc3ccccc3[C@@]23C[C@@H](C(=O)OC)N(C(=O)C2CCC2)C3=N1 | 11 | 0.6 | 10 | 7 | 2 | 0 | -2 | -0.2 | 10
Cc1ccc(-n2ncc3c(N4CCCC(C)C4)ncnc32)c(C)c1 (centres undefined) | 20 | -0.4 | -2 | 7 | 1 | -3 | 1 | -0.1 | 4
NS(=O)(=O)c1ccc(NC(=O)c2cc(-c3ccccc3O)n[nH]2)cc1 | -10 | 1.7 | -7 | 18 | 4 | -1 | -3 | 0.3 | 11
COc1ccc(NC(=O)c2ccco2)c(OC)c1 | -2 | 0.8 | 18 | -3 | 1 | 0 | 1 | 0.1 | 6
